# Screening results from PubChem.
# Artemis inh – Artemis endonuclease inhibitors, primary screen, biochemical, fluorescence intensity, FAM/BHQ-1 hairpin substrate; recombinant Artemis, quenched FAM hairpin cleavage fluorescence; inhibition, % at 10 µM; hit rate 0.78% among 30,000; Protein artemis (Homo sapiens), Q96SD1;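 active means at 10 µM dose, at least 30% inhibition, measured as corrected fluorescence normalized to stimulator and neutral control wells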
# Target sequence (Q96SD1 whole entry, looked up): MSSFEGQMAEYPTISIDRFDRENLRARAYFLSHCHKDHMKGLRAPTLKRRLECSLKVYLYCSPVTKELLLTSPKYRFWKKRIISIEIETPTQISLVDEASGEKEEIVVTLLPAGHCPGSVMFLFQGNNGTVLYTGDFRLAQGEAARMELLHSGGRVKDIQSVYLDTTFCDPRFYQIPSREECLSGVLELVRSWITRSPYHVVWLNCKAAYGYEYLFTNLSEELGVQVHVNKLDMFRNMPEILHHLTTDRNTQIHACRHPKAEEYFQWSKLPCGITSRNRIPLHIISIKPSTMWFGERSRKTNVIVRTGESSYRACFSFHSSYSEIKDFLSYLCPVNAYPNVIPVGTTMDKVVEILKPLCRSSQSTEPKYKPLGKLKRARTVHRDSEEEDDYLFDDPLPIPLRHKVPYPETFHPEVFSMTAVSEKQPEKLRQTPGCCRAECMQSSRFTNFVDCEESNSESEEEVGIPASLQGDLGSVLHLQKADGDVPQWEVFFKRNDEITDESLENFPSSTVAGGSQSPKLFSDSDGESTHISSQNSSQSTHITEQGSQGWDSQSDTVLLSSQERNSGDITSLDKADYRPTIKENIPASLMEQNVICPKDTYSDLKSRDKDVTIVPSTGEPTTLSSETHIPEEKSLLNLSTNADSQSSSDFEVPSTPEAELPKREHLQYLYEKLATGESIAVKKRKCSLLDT
# * hit, by the source's call.
# Start of the listing, in advance (two entries):
SMILES,Artemis inh
O=C(CSc1nc2c(c(=O)n1-c1ccc(F)cc1)SCC2)N1CCCC1,3.1
O=C(Nc1c2ccccc2nc2ccccc12)C(Cl)(Cl)Cl,4.6

# The listing, from the first entry:
SMILES,Artemis inh
O=C(CSc1nc2c(c(=O)n1-c1ccc(F)cc1)SCC2)N1CCCC1,3.1
O=C(Nc1c2ccccc2nc2ccccc12)C(Cl)(Cl)Cl,4.6
CC1Cc2ccccc2N1C(=O)CSc1nnnn1C (stereo unspecified),-8.0
c1ccc2c(CNCCN3CCOCC3)cccc2c1,-0.3
COc1ccc(Nc2nc(Cl)nc(NCc3ccco3)n2)cc1,-2.8
CCOC(=O)CCC(=O)OCC(=O)NC(C)C1CC2CCC1C2 (stereo unspecified),-1.9
Cc1ccccc1NS(=O)(=O)c1cc(C(=O)N2CCCC2)ccc1C,-5.6
O=C(NC(=S)Nc1cccc2cccnc12)c1ccccc1,-6.1
N=c1ccn(Cc2ccc(Cl)cc2)cc1,-0.1
COc1cc(-c2nn3c(C4CCCCC4)nnc3s2)cc(OC)c1OC,7.5
CC(C)(C)C1CCC(OC(=O)CN2CCOCC2)CC1 (stereo unspecified),-5.3
COc1ccc(Cl)cc1NC(=O)CSc1nnc(COc2ccccc2)n1N,-3.4
O=C(Cn1cc(C(=O)c2ccco2)c2ccccc21)Nc1ccccc1,-0.7
CCOC(=O)N1CCN(C(=O)c2ccc3c(=O)n(-c4ccc(OC)cc4OC)c(=S)[nH]c3c2)CC1,3.2
Clc1c(-c2nnc3n2CCC3)sc2ccccc12,3.3
CNC(=O)C1CCCN1S(=O)(=O)c1ccc(OC)cc1 (stereo unspecified),-1.6
N[C@@]12CCc3nonc3[C@]1(O)CC(c1ccccc1)=[N+]2[O-],4.7
Cc1cc(C(F)(F)F)c(C#N)c(=O)[nH]1,-4.7
CCCCOC(=O)Nc1ccccc1C(=O)OC,-18.2
Cc1ccc(-c2nnn(CC(=O)N(c3ccccc3)C(C(=O)NC(C)(C)C)c3cccs3)n2)o1 (stereo unspecified),-8.0
Cc1cc(Cl)ccc1OCCCC(=O)Nc1cccnc1,3.0
O=C(CSc1nnc(COc2ccccc2)o1)NCCc1ccccc1,-14.8
CCOC(=O)c1[nH]nc2c1C(=O)N(CC)C2=O,-17.0
CC(C)(C)NCCOc1ccc(Br)cc1,2.6
CSc1cccc(NC(=O)C2CCCN(S(=O)(=O)c3ccc(F)cc3)C2)c1 (stereo unspecified),2.5
Cc1cccc(-n2c(CCN3C(=O)c4ccccc4C3=O)nc3ccccc3c2=O)n1,-4.0
CN1CCCc2cc(C=O)ccc21,6.0
CCOC(=O)/C=c1\s/c(=C\c2ccccc2OC)c(=O)n1CC(=O)N1CCOCC1,-1.4
O=C(NCCN=C1NS(=O)(=O)c2ccccc21)c1ccc(S(=O)(=O)N2CCOCC2)cc1,12.4
CCN1CCN(c2nc(SC)nc3sc4c(c23)CC(C)(C)OC4)CC1,-6.2
O=C(Cn1nnc(-c2cccs2)n1)NCCc1ccccc1,1.5
CCn1c(SCC(=O)c2[nH]c(C)c(C(C)=O)c2C)nnc1-c1ccccc1,0.7
Cc1nc2sc(C(c3cccc(F)c3)N3CCC(O)CC3)c(O)n2n1 (stereo unspecified),-0.9
CCOc1ccccc1NC(=O)Cn1cnc2c(cnn2-c2ccc(C)c(C)c2)c1=O,2.0
COc1cc(C(=O)n2nc(C)cc2C)ccc1O,-4.1
CNC(=O)CC(C(=O)O)c1ccc(OC(C)C)cc1 (stereo unspecified),-5.1
Cc1cc(Oc2ccccc2)nc(NCc2ccccc2)n1,-3.9
COC(=O)CS(=O)(=O)c1ccc2c(c1)CC(=O)N2,3.2
O=P(COCCO)(c1ccccc1)c1ccccc1,5.2
Cc1ccc(C)n1C1CCS(=O)(=O)C1 (stereo unspecified),-0.4
COc1ccc(C(=O)Nc2ccc(S(=O)(=O)N3CCCCC3)cc2)cc1OC,1.4
COc1cc2nc(CN(C)CC(=O)Nc3ccc(N4CCOCC4)cc3)[nH]c(=O)c2cc1OC,11.1
CCn1c(O)c(N=NC2=NC(=O)CS2)c2ccccc21,6.3
Cc1cc(-c2cc(-c3ccc(Cl)cc3)nc(N)c2C#N)co1,28.5
CCN(CC)CCNC(=O)c1c(O)c2cccc3c2n(c1=O)CCC3,-3.4
Cc1ccc(S(=O)(=O)CC(=O)N(C)C)cc1,-5.6
Clc1ccc(OCc2cnc(Cl)s2)cc1,-11.0
O=C(Nc1nnc(C2CC2)s1)c1cc(-c2ccccc2)nn1-c1ccccc1,-4.1
CC(=O)c1cc2c(cc1NC(=O)CCn1cccc1)OCO2,-2.6
c1ccc2c(c1)NC(c1ccncc1)n1c-2nc2ccccc21 (stereo unspecified),2.7
COc1ccc2nc(C)[nH]c(=O)c2c1,8.7
Clc1ccc(NC2=NCCCCC2)cc1,3.5
COc1ccc(-c2csc(NC(=O)c3nc(-c4ccccc4)oc3C)n2)cc1,18.4
COc1ccc(S(=O)(=O)N2CCC(C)CC2)cc1Br,0.4
CCOC(=O)C1CCN(C(=O)c2c(-c3c(Cl)cccc3Cl)noc2C)CC1,-3.5
COC(=O)c1ccc(NC(=O)c2ccccc2N(C)S(C)(=O)=O)cc1,-6.9
COc1cc(C(=O)Nc2nnc(-c3sccc3C)s2)cc(OC)c1OC,-5.0
Cc1noc(NS(=O)(=O)c2ccc(NC(=O)CS(=O)(=O)c3ccccc3)cc2)c1C,-4.5
Cc1cc(C(F)(F)F)nn1CC(=O)N1CCCC1,-0.4
O=C(NNC(=O)c1cc2cc3ccccc3nc2s1)c1ccc(F)cc1,-0.4

# Next section
SMILES,Artemis inh
C=CCn1c(SCc2ccc(C#N)cc2)nnc1-c1cccc(OC)c1,10.8
O=C(COc1ncnc2c(Cl)cc(Cl)cc12)NC1CCCCCC1,-3.5
CCN(CC(=O)O)S(=O)(=O)c1cc(Cl)ccc1Cl,4.5
CCOc1ccc(NC(=O)[C@@H](NC(=O)c2ccccc2Br)C(C)C)cc1,0.6
NC(=O)C1CCN(C(c2ccccc2Cl)c2nnnn2Cc2ccc3c(c2)OCO3)CC1 (stereo unspecified),-1.1
COc1ccc(CNC(=O)Nc2cccc(C)c2)cc1,0.3
NC(=O)COC(=O)c1ccc(S(=O)(=O)N2CCCCCC2)cc1,2.4
CCOC(=O)N=S(N)(=O)c1ccc(Cl)cc1 (stereo unspecified),0.0
CN(C(=O)C1CCCO1)c1nnc(-c2ccncc2)s1 (stereo unspecified),-3.2
O=C(c1ccco1)N1C(=O)c2cccc3cccc1c23,-5.3
Clc1ccc(-c2ccnc(Oc3ccc4ccccc4c3)n2)cc1,-14.5
O=C(Nc1nnc(-c2ccco2)s1)C1CCCCC1,10.3
CC(c1ccccc1)N1C(=O)c2ccc(C(=O)NCc3ccco3)cc2C1=O (stereo unspecified),-7.0
COc1cc(OC)cc(C(=O)N/N=C/c2ccc(OC)c(COc3ccc(F)cc3)c2)c1,13.4
Cc1ccc(NC(=O)CNc2cccc(C)c2C)c(C)c1,1.3
Cc1sc2ncnc(N[C@@H](CCC(=O)O)C(=O)O)c2c1C,-7.3
O=S1(=O)CCC(N=Cc2cc(Br)ccc2O)C1 (stereo unspecified),-11.9
O=C(O)CC(=O)Nc1ccccc1C(=O)O,8.3
CCOC(=O)C1=C(N)N(c2ccccc2)C(=O)C1,-8.6
O=C(Cc1ccc(F)cc1)OCC(=O)c1cc2ccccc2o1,10.7
CC1=Nn2c(nc(-c3ccccc3)c2-c2ccccc2)N(CC(N)=O)C(=O)C1,16.9
CCOC(=O)c1sc(N)c(C#N)c1CSc1nc2ccc(C)cc2[nH]1,1.4
COC(=O)Cn1c(SCc2ccccc2)nc2ccccc21,-9.1
Cc1ccc(Nc2nnc(SCC(=O)NCc3ccco3)s2)cc1,3.3
CCOC(=O)N1CCOCCOCCN(C(=O)OCC)CCOCC1,-6.1
CCOc1ccc(NC(=O)CN(C)S(=O)(=O)c2cccs2)cc1,-6.5
Cc1sc2nc(SCC(=O)N(CCO)CCO)n(C3CCCCC3)c(=O)c2c1C,1.6
CCCN(Cc1cc2cc(C)ccc2[nH]c1=O)C(=O)c1cccc(OC)c1,-0.7
CCOCCCN1CN(S(=O)(=O)c2ccc(Cl)cc2)c2nc3ccccc3nc21,-2.8
CCN(CC)Cc1cc(C(C)=O)ccc1O,-4.3
O=C(Nc1cc(C(F)(F)F)ccc1N1CCOCC1)c1ccc(F)cc1,-8.4
CCN(CC(=O)Nc1ccc2c(c1)OC(F)(F)O2)Cc1nc2ccccc2c(=O)[nH]1,-7.9
COc1cccc(NC(=O)COc2ncnc3sc(C)c(C)c23)c1,5.8
Cc1ccc(NC2=NC(=S)N(CC#N)C23CCCCC3)cc1,1.7
CCOC(=O)Cn1c(=O)c2c(nc(Br)n2CC(=O)OCC)n(C)c1=O,-6.1
CCc1c(C#N)c(SCCC(=O)Nc2ccc(F)cc2)nc2c1C(=O)CC(C)(C)C2,5.3
CCCCCCOC(=O)CCn1[nH]c(=O)c2ccccc2c1=O,1.1
COc1ccc2[nH]c(=O)c(CN(CCN3CCCC3)C(=O)Nc3ccccc3Cl)cc2c1,-0.5
O=C(Nc1ccccc1)/C(=C/c1ccccc1)c1ccccc1,5.6
CN1CCN(S(=O)(=O)c2cccc(S(=O)(=O)c3ccc(Cl)c(Cl)c3)c2)CC1,-3.2
CC(=O)Nc1ccc(S(=O)(=O)Nc2nc(C)cc(-n3nc(C)cc3C)n2)cc1,-7.7
CCOc1cc(S(=O)(=O)N2CCN(Cc3ccccc3)CC2)ccc1Br,3.1
COc1ccc(C(CC(=O)O)NS(=O)(=O)c2ccc(C)cc2)cc1OC (stereo unspecified),-5.9
CCOC(=O)Cc1csc(NC(=O)CSc2nc3cccnc3n2CC)n1,4.5
Cc1ccsc1C1C=C(c2cccc(Br)c2)Nc2ncnn21 (stereo unspecified),-4.0
COc1ccc(-c2noc(CN(C(=O)C(C)(C)C)C(C)C)n2)cc1,2.1
Cc1ccc(-c2c3c(nc4sc(C(N)=O)c(N)c24)CCC3)cc1,7.6
O=C(O)c1ccc(NC(=O)C2(c3ccccc3)CCOCC2)cc1,-3.7
CCn1c(Cc2cccc3ccccc23)nnc1SCC(=O)Nc1nccs1,15.3
Cc1cccc(C)c1N1CCc2cn[nH]c21,0.3
CCn1cc(CN(C)C(=O)CSc2nc(-c3ccco3)cc(C(F)(F)F)n2)c(C)n1,-1.3
O=C(C1COc2ccccc2O1)N1CCc2ccccc2C1 (stereo unspecified),-2.4
CC(C)CC(c1nnnn1C(C)C)N1CCN(c2cccc(Cl)c2)CC1 (stereo unspecified),5.5
COc1ccc(CCNC(=O)CSCc2ccc(C)cc2)cc1OC,3.1
Cc1cccc(NC(=O)c2sc3nc4c(c(-c5ccco5)c3c2N)CCC4)c1,2.6
CCn1c(C(O)c2ccc(C)cc2)nc2ccccc21 (stereo unspecified),-8.0
Cc1csc(NC(=O)CSCC(=O)Nc2ccccc2)n1,2.2
CCOc1ccc(NS(=O)(=O)c2ccc3[nH]cc(C(=O)NC(C)CC)c(=O)c3c2)cc1 (stereo unspecified),5.2
COc1ccc2nc(C(F)(F)C(F)(F)F)c(C#N)c(N)c2c1,-5.2
CCOc1ccc2nc(SCC(=O)c3ccc(Cl)s3)sc2c1,-4.4

# The list continues:
SMILES,Artemis inh
CCCn1c(SCC(=O)NCCc2ccccc2)nnc1-c1cccnc1,4.3
COCCCNC(=O)c1c(N)n(/N=C/c2cccnc2)c2nc3ccccc3nc12,3.9
CC1(C)CC(=O)CC(C)(C)N1OC(=O)c1ccccn1,-4.6
CCOC(=O)C1=C(c2ccccc2)N(C)C(=O)NC1c1ccc(OC(F)F)c(OC)c1 (stereo unspecified),2.7
O=C(N1CCCCCC1)N1CCN(C(=O)N2CCOCC2)CC1,-8.6
Cc1ccc2ncc(NC(=O)c3ccc(F)cc3)c(=O)n2c1,-11.0
Cc1[nH]nc2c1C(=O)CC(C)(C)C2,-10.9
Cc1ccc(N=Nc2c(N)[nH]n3c(=O)cc(-c4ccccc4)nc23)cc1,47.7*
N#Cc1ccsc1NC(=O)CSc1nnc(-c2ccccc2)o1,8.6
Cc1cccc(Cn2c(=O)n(Cc3ccco3)c(=O)c3ccccc32)c1,7.5
COc1ccc(OC(C)C(=O)N2CCN(c3ccccn3)CC2)cc1 (stereo unspecified),5.2
Cc1nc2ccc(NC(=O)N3CCCCC3)cc2nc1C,0.5
C=CCn1c(CSc2nc3ccccc3s2)n[nH]c1=S,-6.0
Cc1[nH]c2ccccc2c1SCC(=O)O,2.3
O=C(Oc1ccccc1-c1nnco1)c1ccc(Cl)cc1,-6.5
CC(=O)Cn1c(N2CCC(Cc3ccccc3)CC2)nc2c1c(=O)[nH]c(=O)n2C,-4.2
Cc1cccc(NC(=O)CSc2nnc(-c3ccco3)o2)c1C,8.4
CCCn1c2c(c(O)c(C(=O)Nc3nccs3)c1=O)CCCC2,23.9
Clc1ccc(-c2cnc(Oc3ccccc3)nc2)cc1,-2.9
Cn1ccnc1SCC(=O)NC1CCCCC1,-5.8

# Another view of 4 compounds above.
> Cc1nc2ccc(NC(=O)N3CCCCC3)cc2nc1C
  Artemis inh = 0.5
> C=CCn1c(CSc2nc3ccccc3s2)n[nH]c1=S
  Artemis inh = -6.0
> Cc1[nH]c2ccccc2c1SCC(=O)O
  Artemis inh = 2.3
> O=C(Oc1ccccc1-c1nnco1)c1ccc(Cl)cc1
  Artemis inh = -6.5

# A portion from the list above, for reference:
SMILES,Artemis inh
CCCn1c(SCC(=O)NCCc2ccccc2)nnc1-c1cccnc1,4.3
COCCCNC(=O)c1c(N)n(/N=C/c2cccnc2)c2nc3ccccc3nc12,3.9
CC1(C)CC(=O)CC(C)(C)N1OC(=O)c1ccccn1,-4.6
CCOC(=O)C1=C(c2ccccc2)N(C)C(=O)NC1c1ccc(OC(F)F)c(OC)c1 (stereo unspecified),2.7

# Look-ups from the entries so far:
# For Artemis inh, `Cc1csc(NC(=O)CSCC(=O)Nc2ccccc2)n1` has the entry 2.2
# For Artemis inh, `CCOc1ccccc1NC(=O)Cn1cnc2c(cnn2-c2ccc(C)c(C)c2)c1=O` has the entry 2.0

# Not all compounds are listed. The share of hits here may be higher or lower than overall.
